# Screens deposited in PubChem by several laboratories.
# Ba/F3 V617F tox = reduced viability of JAK2V617F-dependent Ba/F3 cells, primary screen, JAK2V617F inhibitor project, cell-based, Ba/F3 EpoR-JAK2V617F, luminescence. ATP luminescence. inhibition, % at 5.6 µM. actives 1.1% (n = 220,000);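 active = inhibition above the campaign mean plus 3 SD over all tested compounds, cut at about 24% in these data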;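 note: cytokine-independent growth of Ba/F3 cells driven by EpoR plus mutant JAK2; 0% = DMSO-treated cells and 100% = JAK inhibitor I control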
# BaF3 parental = parental Ba/F3 cell viability inhibition, counter-screen for JAK2V617F inhibitor project, murine pro-B, CellTiter-Glo luminescence | inhibition, % at 5.6 µM | CellTiter-Glo ATP luminescence | AID 1486, 2009 | actives 1.1% (n = 220,000);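 active = inhibition above a per-campaign cutoff, the mean inhibition of all tested compounds plus 3 SD, cut at about 27% in these data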;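 note: 0% = DMSO wells and 100% = JAK Inhibitor I control wells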
# TNF death inh = inhibitors of TNF-alpha triggered necroptosis, primary screen, cell-based, Jurkat FADD-/-, single concentration. Jurkat FADD-/- TNF necroptosis rescue, ATP luminescence, 24 h; 0 = TNF only, 100 = no-TNF cells. AID 463075, 2010. actives 0.068% (n = 220,000). activation (protection from cell death), % at 10 µM;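 active = activation, meaning protection from cell death, of at least 50% relative to plate controls; inactive = activation below 50%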;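 note: necroptosis triggered by 40 ng/mL TNF-alpha added together with compound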
# TRPN1 ag = zebrafish TRPN1 channel agonists, primary screen, cell-based, HEK293, calcium fluorescence | HEK293 zebrafish TRPN1-YFP, Fluo-8 calcium fluorescence; 100% = response to 87 µM carbachol | actives 0.18% (n = 220,000) | transient receptor potential cation channel N1 (TRPN1/NompC), Danio rerio | activation, % at 3 µM | AID 1424, 2008;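 active = activation above its plate's cutoff, the mean activation of test wells on that plate plus 3 SD, cut at about 19% in these data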;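 note: 0% = DMSO alone and 100% = 87 µM carbachol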
#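 System: zebrafish TRPN1-YFP in HEK293 cells / Dosing: 3 µM single point / Timing: dye loading 1 h at 37 °C, then 30 min room temperature / Signal: Fluo-8 calcium fluorescence, excitation 470-495 nm, emission 515-575 nm / Read-out basis: percent activation from peak over basal fluorescence ratio, control-normalized / Control set: high carbachol 87 µM, low DMSO alone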
# Wee1 stabilizer = Wee1 degradation inhibitors, primary screen, cell-based, HeLa, Wee1K328M-luciferase, luminescence. Wee1-like protein kinase (Homo sapiens), P30291. HeLa Luc-Wee1K328M stability; 100% = proteasome inhibitor MG132 effect. reporter increase, % at 5 µM. actives 1.2% (n = 220,000). AID 1321, 2008;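 active = activation above the mean of all tested compounds plus 3 SD, set per screening run, cut at about 8.8% in these data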;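 note: cells exposed to compound for 20 h before luminescence read; 0% = DMSO alone and 100% = MG132 at 30 µM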
# CHOP inhibitor = inhibitors of CHOP promoter induction, primary screen, cell-based, unfolded protein response, luciferase reporter. CHO-K1 CHOP-promoter luciferase, tunicamycin-induced, 15-18 h. inhibition, % at 10 µM. actives 3.8% (n = 220,000);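 active = compounds that reduced the stress-induced luciferase reporter signal by more than about 70% of percent inhibition, limit read from the data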;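 note: 0% = tunicamycin plus vehicle and 100% = wells without tunicamycin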
# TRPML3 agonist = human TRPML3 channel agonists, primary screen, cell-based, HEK293 TRPML3-YFP, Fluo-8 calcium fluorescence, 3 µM | activation, % at 3 µM | AID 1448, 2008 | 100% = the carbachol control signal | actives 0.29% (n = 220,000) | Mucolipin-3 (Homo sapiens), Q8TDD5;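 active = activation above its plate's cutoff, the mean activation of the plate's test wells plus 3 SD, cut at about 12% in these data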;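 note: 0% = DMSO only wells and 100% = carbachol wells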
# Target sequence (Q8TDD5 whole entry, looked up): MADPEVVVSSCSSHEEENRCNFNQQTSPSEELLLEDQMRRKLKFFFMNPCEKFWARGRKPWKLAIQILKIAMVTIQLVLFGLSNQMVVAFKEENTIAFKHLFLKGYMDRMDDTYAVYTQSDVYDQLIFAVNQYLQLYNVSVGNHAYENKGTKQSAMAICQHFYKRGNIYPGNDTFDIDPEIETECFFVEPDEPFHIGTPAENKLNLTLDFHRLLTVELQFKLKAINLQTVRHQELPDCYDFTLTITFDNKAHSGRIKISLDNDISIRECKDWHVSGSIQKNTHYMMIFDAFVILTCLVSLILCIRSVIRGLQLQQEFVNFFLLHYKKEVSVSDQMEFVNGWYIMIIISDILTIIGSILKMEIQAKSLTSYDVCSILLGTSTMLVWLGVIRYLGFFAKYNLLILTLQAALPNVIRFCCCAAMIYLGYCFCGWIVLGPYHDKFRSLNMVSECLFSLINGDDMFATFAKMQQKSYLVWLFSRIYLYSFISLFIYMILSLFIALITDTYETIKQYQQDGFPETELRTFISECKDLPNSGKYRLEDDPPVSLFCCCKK
#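 system = HEK293 cells stably carrying human TRPML3-YFP | doses = one concentration, 3 µM nominal, 0.3% DMSO | timing = dye loading 1 h 37 °C then 30 min ambient, 125 s read | detection = Fluo-8 calcium dye fluorescence, ex 470-495, em 515-575 nm | benchmarks = high control carbachol 87 µM, low control DMSO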
# RBBP9 inhibitor = human RBBP9 inhibitors, primary screen, biochemical, fluorescence polarization, FP-Rh probe, HTS | recombinant RBBP9 | Serine hydrolase RBBP9 (Homo sapiens), O75884 | actives 0.2% (n = 220,000) | AID 1515, 2009 | inhibition, % at 7.94 µM;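 active = inhibition above the campaign mean of all tested compounds plus 3 SD, cut at about 14% in these data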;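 note: plate controls were DMSO wells with RBBP9 for no effect and wells lacking RBBP9 protein for full effect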
# Target sequence (O75884 whole entry, looked up): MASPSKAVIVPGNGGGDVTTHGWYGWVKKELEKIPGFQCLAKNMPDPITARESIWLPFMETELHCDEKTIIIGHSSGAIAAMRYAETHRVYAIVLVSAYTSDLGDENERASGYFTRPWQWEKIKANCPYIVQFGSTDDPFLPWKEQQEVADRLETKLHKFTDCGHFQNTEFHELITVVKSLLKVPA
#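 Measured by: FP readout at 525/598 nm; material: recombinant human RBBP9; also added: Serine-hydrolase probe FP-Rh, 375 nM pre-mixing; medium: Tris buffer pH 8.0, NaCl, Pluronic; replication: one well per compound; doses: one concentration, 7.94 µM nominal, 0.794% DMSO; timing: preincubation 30 min plus labeling 45 min at 25 °C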
# PPC-1+TRAIL kill = compounds killing PPC-1 cancer cells with TRAIL present, primary screen, TRAIL potentiator project, ATPLite luminescence, uHTS; AID 1443, 2008; cell killing (% activity), % at 4 µM; actives 0.41% (n = 220,000); PPC-1 cells + TRAIL, ATPLite viability luminescence;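 active = cell killing above 50% in the first pass at 4 µM, then a duplicate retest at 5 µM averaging 50% or more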;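 note: plate controls were cells with TRAIL plus DMSO for no effect and medium-only wells lacking cells for full effect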
# Active calls of the source: *; . = no result given. Rows were taken by chance; any-hit rate near 6.8%.
SMILES,Ba/F3 V617F tox,BaF3 parental,TNF death inh,TRPN1 ag,Wee1 stabilizer,CHOP inhibitor,TRPML3 agonist,RBBP9 inhibitor,PPC-1+TRAIL kill
N/C(=N\c1nc2ccccc2o1)NC(=O)c1ccc(Cl)cc1,-3,2,-0.7,-1.4,0,-20,1.0,-4,9
CCOc1ccc(-n2c(-c3ccccc3)nnc2-c2ccccc2)cc1,2,6,-1.0,-3.2,1,7,-1.4,-1,-6
CCOC(=O)CN(C(=O)CSc1nnc(CNc2ccc(F)cc2)n1CC)c1ccc(F)cc1,2,6,2.1,0.9,-2,24,-0.1,1,-3
CCN(CC)S(=O)(=O)c1cccc(C(=O)N/N=C/c2ccc(OC)c(O)c2)c1,-4,2,2.5,-0.3,-3,6,0.7,-9,8
Cc1ccc(N(CC(O)CN2CCOCC2)S(=O)(=O)c2ccc3ccccc3c2)cc1 (stereo not given),4,10,-15,1.9,1,-6,0.1,-9,8
Cc1cc(C)nc(SCc2ccccc2C#N)n1,6,12,-2.1,-0.6,0,9,-0.9,-1,19
S=C1NCCOCCNC(=S)NCCOCCOCCOCCN1,1,7,0.8,-0.2,-3,18,1.3,-3,10
CC(NC(=S)NCCCN1CCOCC1)C1CC2CCC1C2 (stereo not given),-2,7,-5.5,-0.3,-3,2,1.2,-5,31
S=C(NCCc1ccccc1)N1CCn2cccc2C1c1cccnc1 (stereo not given),1,4,-0.8,-1.8,-1,1,-0.7,-5,6
Cc1ccc2ccc(S(=O)(=O)n3nc(C)cc3C)cc2c1,-3,6,1.1,0.1,2,45,-0.6,6,10
CCC(Sc1nnnn1C)C(=O)Nc1ccc(C(C)=O)cc1 (stereo not given),4,10,-0.2,1.3,-1,6,0.1,5,20
Cc1c(C(=O)N2CCN(C)CC2)oc2c1C(=O)CC(C)(C)C2,-1,2,-0.5,1.0,0,55,0.2,1,14
CCOC(=O)CSc1nc2c(c(=O)[nH]c(=O)n2C)n1CCCc1ccccc1,-2,0,-2.1,-0.6,-1,28,-0.1,-8,4
CCNC(=O)CN(CCc1ccccc1)S(=O)(=O)c1ccc(OC)cc1,-3,3,0.3,-0.2,1,-24,-0.1,0,8
CCC1S/C(=N/N=C/c2ccco2)N(c2ccc(F)cc2)C1=O (stereo not given),-1,5,1.9,0.8,0,-6,0.5,-4,29
C=CCn1c(NC)cc(=O)n(C)c1=O,0,5,0.8,-0.5,1,19,0.3,2,6
CCCCN(CC)CCNC(=O)c1cn(-c2ccc(Cl)cc2)c(=O)c2ccccc12,2,9,2.7,0.6,5,44,1.4,1,.
O=C(NCCOc1ccccc1F)c1cc(F)c(F)cc1Cl,-1,0,3.2,-0.8,-1,-14,0.2,-8,11
COc1ccc(C=O)cc1Cn1ccnc1C,-1,-2,-0.6,0.2,1,11,1.3,-9,19
O=C(O)Cc1sc(-c2ccccc2)nc1-c1cccs1,1,4,-0.5,1.4,2,-1,0.0,-2,4
O=C(Cc1ccc(Cl)cc1)NCCS(=O)c1ccc(Cl)cc1 (stereo not given),-4,2,-2.2,-1.0,-2,-10,0.0,-9,10
COc1cccc(C(=O)Nc2cc(S(=O)(=O)N3CCCCC3)ccc2OC)c1,-3,7,0.5,-0.2,0,26,-0.1,-2,11
N/C(=N\OC(=O)C1CCCCC1)c1ccncc1,-3,8,-0.3,-0.6,-1,1,0.9,-9,-5
N#C/C(=N\Nc1cccc2ccccc12)c1nnc2n1CCCCC2,0,5,-3.2,0.2,-1,-10,0.5,-8,-8
Cc1cc(C)cc(N(CCC(=O)Nc2nnc(C)s2)S(=O)(=O)c2ccc(Cl)cc2)c1,2,9,0.4,1.1,-1,52,0.8,-7,6
CN(CCC#N)C(=O)CSc1nnc(-c2ccco2)n1N,3,11,-1.2,-0.1,-1,1,0.4,-12,4
Cc1nc2ccccc2c2oc(C(=O)Nc3ccc(C(C)C)cc3)cc12,-1,8,2.4,-0.2,-1,17,0.2,-33,16
COc1ccccc1N(CC(=O)NC1CCCCC1)C(=O)CCC(=O)Nc1ccccn1,-2,3,-1.8,0.3,-3,22,0.3,-7,-18
COc1ccc(OC)c(S(=O)(=O)N2CCC(C(=O)NCC3CCCO3)CC2)c1 (stereo not given),-1,6,-0.8,0.5,-1,14,0.6,-6,10
Cn1c(=O)n(C)c2cc(/C=N/NC(=O)c3cccc(Br)c3)ccc21,-1,5,-5.0,-0.1,1,-23,-0.1,1,-7
N#Cc1c(NC(=S)NC(=O)C2CCCC2)sc2c1CCCCC2,-4,2,2.4,0.5,1,40,-0.3,-3,9
Cc1ccc(NC(=O)COC(=O)CCc2nc3ccccc3n2-c2ccccc2)c(C)c1,-1,3,3.0,0.9,-1,3,0.4,-8,18
COc1ccccc1C1=NC(c2ccc(F)cc2)N=C1C (stereo not given),-3,2,-0.4,-2.0,-2,1,-0.6,0,33
CCCCNc1nc2c(c(=O)n(C)c(=O)n2C)n1Cc1cccc(OC)c1,52*,48*,-4.6,-1.3,-1,17,-0.4,-9,5
CCC(c1nnnn1Cc1cccs1)N1CCN(C2CCCC2)CC1 (stereo not given),0,2,-2.5,-0.2,4,9,0.7,-9,4
CNC(=O)c1c(Cl)cnn1-c1ccc(C)cc1,-1,7,-0.6,1.6,6,-46,0.9,4,14
CCN1CCN(c2cc(C)c3cc(NC(=O)c4cc(OC)cc(OC)c4)ccc3n2)CC1,4,0,-10,-0.1,1,-43,0.1,-2,6
CC(C)OC(=O)c1c(F)c(F)c(N2CCOCC2)c(F)c1F,-2,-4,-0.4,-0.2,-2,59,0.0,-5,1
CC1(C)CC2CC(C)(CN2C(=O)COC(=O)c2n[nH]c(=O)c3ccccc23)C1 (stereo not given),-3,2,0.0,2.5,-3,2,0.4,-2,4
Cc1ccc(S(=O)(=O)N(C)C)cc1NC(=O)CCNC(=O)c1ccccc1Cl,-2,-1,-0.3,-0.6,0,-12,-0.1,-9,-2

# In a second layout: entries from further up.
compound	Ba/F3 V617F tox	BaF3 parental	TNF death inh	TRPN1 ag	Wee1 stabilizer	CHOP inhibitor	TRPML3 agonist	RBBP9 inhibitor	PPC-1+TRAIL kill
CNC(=O)c1c(Cl)cnn1-c1ccc(C)cc1	-1	7	-0.6	1.6	6	-46	0.9	4	14
Cc1ccc(S(=O)(=O)N(C)C)cc1NC(=O)CCNC(=O)c1ccccc1Cl	-2	-1	-0.3	-0.6	0	-12	-0.1	-9	-2
CC(C)OC(=O)c1c(F)c(F)c(N2CCOCC2)c(F)c1F	-2	-4	-0.4	-0.2	-2	59	0.0	-5	1
CCC(c1nnnn1Cc1cccs1)N1CCN(C2CCCC2)CC1 (stereo not given)	0	2	-2.5	-0.2	4	9	0.7	-9	4

# (cont.)
SMILES,Ba/F3 V617F tox,BaF3 parental,TNF death inh,TRPN1 ag,Wee1 stabilizer,CHOP inhibitor,TRPML3 agonist,RBBP9 inhibitor,PPC-1+TRAIL kill
O=C(CSc1cc(Cl)ccc1Cl)NCC1CCCO1 (stereo not given),1,5,2.1,-0.9,0,-6,-0.2,-6,6
Cc1ccc(S(=O)(=O)N2CC=C(c3c(C)n(C)c4ccccc34)CC2)cc1,-6,2,0.4,3.6,2,14,1.4,-28,6
COc1ccc(C2NC(Cc3ccccc3)(C(=O)O)C3C(=O)N(c4ccccc4OC)C(=O)C23)cc1 (stereo not given),1,5,0.9,1.2,2,13,0.8,-10,12
Cc1nnn(C23CC4CC(CC(CC(=O)Nc5ccc(C)c(C)c5)(C4)C2)C3)n1,-3,7,3.1,-2.0,-2,18,-0.7,1,-7
O=C(Nc1ccc([N+](=O)[O-])cc1Br)c1cc2ccccc2nc1Cl,-7,-3,5.6,0.8,-1,-2,-0.2,10,5
CCCCCn1c(=O)[nH]c2cc(C(=O)N3CCN(Cc4ccc5c(c4)OCO5)CC3)ccc2c1=O,-2,4,-9.8,0.8,-1,82*,1.9,-12,41
Cc1ccc(NC(=O)C(C)Sc2nc(=O)cc(N)n2-c2ccccc2)cc1 (stereo not given),0,5,-0.4,-0.8,0,73*,0.1,-1,9
O=C(CSc1ccccn1)c1ccc(F)cc1,0,6,7.7,-0.1,1,14,0.7,-4,-2
CCOc1cc(/C=N\NC(=O)Cn2nc([N+](=O)[O-])cc2C)ccc1OCc1cccc2ccccc12,4,7,-0.2,1.6,2,88*,-0.1,-29,16
CC1Cc2ccccc2N1C(=O)COC(=O)c1ccc(O)cc1 (stereo not given),-3,1,2.0,-1.4,1,22,-1.2,-9,10

# By substructure: the compounds so far with a COOH group
SMILES,Ba/F3 V617F tox,BaF3 parental,TNF death inh,TRPN1 ag,Wee1 stabilizer,CHOP inhibitor,TRPML3 agonist,RBBP9 inhibitor,PPC-1+TRAIL kill
O=C(O)Cc1sc(-c2ccccc2)nc1-c1cccs1,1,4,-0.5,1.4,2,-1,0.0,-2,4
COc1ccc(C2NC(Cc3ccccc3)(C(=O)O)C3C(=O)N(c4ccccc4OC)C(=O)C23)cc1 (stereo not given),1,5,0.9,1.2,2,13,0.8,-10,12

# Following part:
SMILES,Ba/F3 V617F tox,BaF3 parental,TNF death inh,TRPN1 ag,Wee1 stabilizer,CHOP inhibitor,TRPML3 agonist,RBBP9 inhibitor,PPC-1+TRAIL kill
O=C(Oc1cccc2cccnc12)c1ccc(Br)o1,-6,-2,-1.0,-0.3,2,0,0.6,-6,-18
COc1ccc(-c2cc(C(=O)NCCc3ccc(S(N)(=O)=O)cc3)c3ccccc3n2)cc1,0,5,-3.3,2.5,5,-2,1.0,-6,14
CCOC(=O)CSCc1nc(-c2ccc(Cl)cc2)oc1C,-2,5,0.5,-0.1,0,31,0.2,-4,12
CS(=O)(=O)N(CC(=O)NCC1CCCO1)c1cc(Cl)cc(Cl)c1 (stereo not given),0,2,-2.2,1.9,1,19,1.1,1,12
